Pf Dd2 inh – blocks in vitro growth of P. falciparum Dd2; P. falciparum Dd2 growth, SYBR Green, 72 h; hit rate 4.3% among 120,000; Potency, µM (titrated, usually from 28.9 µM), inactives show at the highest dose activity, negative = inhibition, usual class: inhibitors; active = well fitted inhibition curve with a large enough effect; inconclusive = small, poorly fitted or top-dose-only effect; inactive = no such curve, though single readings can be large or run the other way;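 also: plate controls were DMSO vehicle for no effect and reference drug for full effect; nearly all actives have a fitted effect of over 65% in size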
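Infected erythrocytes (Dd2, 0.3% parasitemia, 2.5% hematocrit final) are added to compound in RPMI-1640/Albumax II medium, grown 72 h at 37C in low oxygen, then lysed with saponin/Triton-X containing SYBR Green and read by fluorescence.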
An asterisk follows results filed as active; i = inactive; ? = inconclusive; [ ] = remark or other dose. Potency is read from the fitted curve at half-maximal effect.

Structure | Pf Dd2 inh
C[C@@H]1C(=O)O[C@H]2[C@H]1CC[C@@]1(C)Cc3sc(NS(=O)(=O)Cc4ccccc4)nc3[C@@H](C)[C@H]21 | i
Cc1ccc(C(=O)N2CCC3(CC2)c2nccn2-c2ccccc2CN3C)c(C)c1 | i[5.79 µM]
O=C(CCc1ccsc1)N1CCC2(CC1)OCCCC2O (stereo not drawn) | -7.7%
O=S(=O)(c1ccc(Br)cc1)c1nnn2c1nc(NCCc1ccccc1)c1sccc12 | ?
CN1CCN(Cc2ccc(Nc3cnc4ccc(-c5ccccc5)nn34)cc2)CC1 | 2.24µM*
CNC(=O)C1CCC(Cn2c(=O)c3sccc3n(CC(=O)NCc3ccc(C)cc3)c2=O)CC1 (stereo not drawn) | -8.7%
CN(Cc1ccnn1C)C1CCc2ccccc21 (stereo not drawn) | i
CC(=O)Nc1ccc(NC(=O)CN2C(=O)NC3(CCOCC3)C2=O)cc1 | 66.8%[activator]
COc1ccc(C(=O)CC2(O)C(=O)N(Cc3ccccc3Cl)c3ccccc32)cc1 (stereo not drawn) | 9.4%
CCOc1ccc(CCNC(=O)CCn2c(=O)c3cccn3c3ccc(F)cc32)cc1 | i
CCNC(=O)CCc1c(CC)nn(-c2ccc(OC)cc2)c1Oc1cccc(F)c1 | i
Cc1cc(C(=O)N2[C@@H]3CC[C@H]2CC(NC(=O)c2ccc(F)cc2)C3)n[nH]1 (stereo partly drawn) | -14.1%
N#C/C(=C\c1ccccc1F)c1nc2ccccc2c(=O)[nH]1 | -24.0%
COc1cccc(CN2C(=O)CCCCC2C(=O)NCCc2ccccc2)c1 (stereo not drawn) | i
Cc1ccc(CN2CCOCCNC(=O)[C@H]3CCCC[C@H]32)s1 | ?
CC(C)CCNC(=O)c1cccc(-n2cnc3cccnc32)c1 | i
CCN1c2cc(C(=O)Nc3cccc(Br)c3)ccc2C(=O)N2CCCCC21 (stereo not drawn) | 0.0%
O=C(CN1C(=O)CNC1=O)NCCc1noc(C2CCCC2)n1 | -22.2%
O=C(c1ccc2ccccc2c1)N1C[C@@H]2C[C@H](C1)c1ccc(NS(=O)(=O)c3cccc(F)c3)c(=O)n1C2 | -13.1%
COc1ccc2nc([C@H]3CCN(Cc4cccc(OC(F)(F)F)c4)C3)[nH]c2c1 | ?
CC1CCC(Nc2nc3c(-c4ccc(Cl)cc4)nnn3c3ccccc23)CC1 (stereo not drawn) | 27.7%
COc1ccc(CC(=O)NC2CCCN(c3cc(-c4ccc(OC)cc4)[nH]n3)C2)cc1 (stereo not drawn) | i
O=C1NCc2ccccc2CC12CCCN(Cc1ccc(F)cc1F)C2 (stereo not drawn) | -24.7%
O=C(c1cc(F)ccc1F)N1CCC2(CC1)N(c1ccccc1)C(=O)CS2(=O)=O | -8.0%
COc1ccccc1C(=O)Nc1ccccc1C(=O)OCc1cc(=O)n2c(C)csc2n1 | 25.9%
COc1ccc(F)cc1S(=O)(=O)N1CCC(n2cnnc2C)CC1 | ?
COc1cccc(CSc2nc3n(n2)C(CC(C)C)C(C(=O)Nc2ccccc2OC)=C(C)N3)c1 (stereo not drawn) | i
Cc1cc(Cl)ccc1OCC(=O)N1CCC(c2nc3ccccc3o2)CC1 | 21.1%
CCC(C)NC(=O)c1ccc2c(c1)N(Cc1ccccc1)C(=O)c1ccccc1S2 (stereo not drawn) | -29.7%
CN(C)C[C@@H]1CN(C2CCOCC2)C[C@H]1NC(=O)c1ccco1 | 36.9%

The list goes on, overlapping the part above by two compounds.
Structure | Pf Dd2 inh
CCC(C)NC(=O)c1ccc2c(c1)N(Cc1ccccc1)C(=O)c1ccccc1S2 (stereo not drawn) | -29.7%
CN(C)C[C@@H]1CN(C2CCOCC2)C[C@H]1NC(=O)c1ccco1 | 36.9%
COc1ccc(N2CCN(S(=O)(=O)CCNC(=O)c3ccc(OC(C)C)cc3)CC2)cc1 | 75.1%[activator]
CCOc1ccc(C(=O)N2CCCC(n3cc(-c4nc(C(C)C)no4)nn3)C2)cc1 (stereo not drawn) | ?
O=c1cccc2n1C[C@H]1C[C@@H]2CN(C[C@H]2CN3CC[C@H]2C[C@@H]3CNS(=O)(=O)c2cccs2)C1 | ?
Cn1cc(-c2cn[nH]c2)c2nc(COc3ccccc3)cn2c1=O | i
CC(C)c1noc(C2CCCN(C(=O)C3CCCCC3)CCC(=O)NCC2)n1 (stereo not drawn) | -16.1%
CCN(C)C(=O)CC1=CSC2=NC(C)=C(C(=O)OC(C)(C)C)C(c3ccc(Cl)cc3)N12 (stereo not drawn) | -22.2%
NCC1Cn2cccc2CN1Cc1ccccc1 (stereo not drawn) | ?
COc1ccc2cc(C(=O)N3CCN4CCS(=O)(=O)N(C5CC5)C(=O)C4C3)[nH]c2c1 (stereo not drawn) | i
O=C(Nc1ccc(-c2nnc3n2CCCC3)cc1)Nc1ccccc1F | -17.1%
CC(=O)N1CCC(C(=O)NC[C@@H]2C=C(C)[C@H](CC(=O)N(C)Cc3ccccc3)C[C@H]2C(C)C)CC1 | -3.5%
Cc1ncoc1C(=O)N1CCC(C2CCN(Cc3cccc(F)c3F)CC2)C1 (stereo not drawn) | -20.1%
Cc1ccc(C)c(Cn2c(=O)n(Cc3ccc4c(c3)OCO4)c(=O)c3oc4ccccc4c32)c1 | 36.9%[activator]
CCOCc1nc(C2CCCN(C(=O)c3ccccc3F)C2)no1 (stereo not drawn) | 34.5%[activator]
COc1ccccc1C(=O)NCCn1ccn2nc(-c3ccc(C)c(C)c3)cc2c1=O | ?
O=C(CCn1c(=O)c2cccn2c2cccnc21)Nc1ccccc1Br | -5.5%
O=C1CCN(C(=O)c2ccccc2)CCCC(C(=O)Nc2ccccc2CCc2ccncc2)CCN1 (stereo not drawn) | -9.2%
CC(=O)N1CCN(C(=O)c2nc(N)nc3c2CCCC3)CC(O)C1 (stereo not drawn) | -3.9%
O=C(NC1CCN(c2cc(-c3ccc(F)cc3)[nH]n2)CC1)c1ccccc1Cl | i
COc1ccc(-n2cc(C(=O)Nc3ccccc3C#N)c3ccccc3c2=O)cc1 | -20.6%
COc1cccc(C(=O)Nc2ccc3nc(SCC(=O)N4CCOCC4)sc3c2)c1 | ?
CCOC(=O)c1ccccc1NC(=O)Cn1c(=O)n(Cc2ccc(C(=O)NCc3ccc4c(c3)OCO4)cc2)c(=O)c2ccccc21 | i
COCc1cc(C)nc2c1C(=O)NC(c1ccc(NC(C)=O)cc1)N2Cc1ccccc1 (stereo not drawn) | -17.2%
Cc1nc(C2CC(O)C2)cc(N(C)Cc2ccccc2-n2cccn2)n1 (stereo not drawn) | -20.3%
CCc1ccccc1NC(=O)c1sc(-n2nc(C)c(Cc3ccc4c(c3)OCO4)c2C)nc1C | 3.98µM*
CC(C)C(=O)N1CCC2(CCCCO2)CC1 | -18.7%
CCOc1ccc(NC(=O)Cn2cc(C(=O)c3ccccc3)c(=O)c3cc4c(cc32)OCO4)cc1 | -0.7%
COc1ccc(C(=O)NCc2nnc3cc(-c4nc(C)no4)ccn23)cc1 | i
O=C(C1CC1)N1CCn2c(nnc2-c2ccccc2)C1 | -14.9%[44.1 µM]
COc1ccc(Cl)cc1NC(=O)CSc1ccc2nnc(CCNS(=O)(=O)c3ccccc3)n2n1 | -10.1%
CC(=O)N1CCN(C[C@@H]2C=C(C)[C@H](Cc3nnc(-c4cncn4C)o3)C[C@H]2C(C)C)CC1 | -11.5%

Brought forward from above: four entries, followed by the next part.
Structure | Pf Dd2 inh
COc1ccc(C(=O)NCc2nnc3cc(-c4nc(C)no4)ccn23)cc1 | i
O=C(C1CC1)N1CCn2c(nnc2-c2ccccc2)C1 | -14.9%[44.1 µM]
COc1ccc(Cl)cc1NC(=O)CSc1ccc2nnc(CCNS(=O)(=O)c3ccccc3)n2n1 | -10.1%
CC(=O)N1CCN(C[C@@H]2C=C(C)[C@H](Cc3nnc(-c4cncn4C)o3)C[C@H]2C(C)C)CC1 | -11.5%
CCCCCNc1ncnc2c1CN(c1ccccc1F)C(=O)CN2C | 8.9%
Cc1cn2nc(C(=O)N3CCSCC3)cc2c(N(C)Cc2ccccc2)n1 | ?
O=C(Nc1ccc(Cl)cc1)N1CCC(Oc2ncccc2C(=O)N2CCCCC2)C1 (stereo not drawn) | ?
CCOc1ccc(-n2nc(CO)c(C(=O)NCC(c3ccccc3)c3ccccc3)n2)cc1 | 18.0%
Cc1ccc(CSC2=NC(C)(C)Nc3ccccc32)c(C)c1 | 23.9%
COc1cccc(CN2CCCC(NC(=O)NCc3cccs3)C2)c1 (stereo not drawn) | ?
COCC(=O)N1CC[C@H](c2nc3ccc(C(F)(F)F)cc3[nH]2)C1 | -16.8%[44.1 µM]
CC(C)c1cnc(C2CCN(C(=O)OC(C)(C)C)CC2)[nH]1 | ?
Cc1ccc(C)c(Cn2c(=O)c3c(nc4n3CCN4c3ccc(F)cc3)n(C)c2=O)c1 | -7.3%
O=C1CCCCC(C(=O)NCc2ccco2)N1 (stereo not drawn) | 37.7%
O=C(C1CCCCC1)N1CC(c2nnc(-c3ccncc3)o2)C2(CCOCC2)C1 (stereo not drawn) | -3.8%
CCC(c1cccs1)N1C(=O)[C@H]2CN(S(=O)(=O)c3ccccc3F)C[C@H]2C1=O (stereo partly drawn) | ?
CC(=O)N1c2ccc(S(=O)(=O)N3CCCCCC3)cc2CC1C(=O)NCc1cccc(C)c1 (stereo not drawn) | i
O=C(CN1C(=O)NC2(CCOCC2)C1=O)Nc1ccc(F)cc1F | -6.2%
CCCN(CC1CCOC1)S(=O)(=O)c1cccc(C)c1 (stereo not drawn) | -2.1%[5.79 µM]
O=C(c1cc(C2CC2)no1)N1CCC2(CCCN(C3CCCC3)C2=O)C1 (stereo not drawn) | -26.3%
Cc1ccc(C)c(OCC(=O)Nc2ccc(S(=O)(=O)Nc3onc(C)c3C)cc2)c1C | 13.8%
Cc1noc2c(NCCN3CCOCC3)cc(-c3cccnc3)nc12 | -7.8%[44.1 µM]
CCOC(=O)c1c(-c2ccccc2)oc2cc(Br)c(OCc3ccccc3)cc12 | -11.5%
CCc1cccc(NC(=O)Cn2ccn3nc(-c4ccc(F)cc4)c(CO)c3c2=O)c1 | 18.5%
CCCNC(=O)c1cccc2c1CCN2C(=O)Nc1cccc(C)c1 | ?
Cc1nocc1C(=O)N1CCCn2ccnc2C1c1cnn(C)c1 (stereo not drawn) | 1.7%
COc1ccc(-n2c(=O)c3c(n2Cc2ccccc2)CN(C(=O)c2cccc(C#N)c2)CC3)cc1 | -9.0%
COc1ccc(C(=O)N2CCC(N3C[C@H](O)C[C@H]3C(=O)NC3CCCCC3)CC2)cc1F | ?
CC(C)c1nc(N2CCCCCC2)ncc1C(=O)O | 13.2%
COc1ccc(C(=O)NCCC2CCN(C(=O)Nc3ccccc3)CC2)cc1 | -18.5%
O=C(Nc1ccc(-c2nnc3n2CCCC3)cc1)c1cccc(Cl)c1 | -77.9%
CN(C)[C@@H]1CN(C2CCCCCC2)CC[C@@H]1CO | ?
COc1ccccc1NC(=O)N1CC[C@@H](CC(=O)O)[C@@H](CC2=NCCc3cc(F)ccc32)C1 | -0.3%
Cc1ccc(-n2nc(-c3c(C)nc4scc(CC(=O)Nc5ccc(F)cc5)n4c3=O)cc2C)cc1 | ?
O=C1NC2(CCN(Cc3ccncc3)C2)Oc2ccccc21 (stereo not drawn) | 13.6%[44.1 µM]
CCOCC1(C)COc2ccc(C(=O)Nc3ccccc3)cc2N1 (stereo not drawn) | i
COC(=O)C1=C(C)N=C2SC=C(CC(=O)N3CCOCC3)N2C1c1ccc([N+](=O)[O-])cc1 (stereo not drawn) | ?
COCCN1CCNc2nc(CN(C)Cc3ccccc3)n(Cc3ccccc3)c2C1=O | -1.3%[44.1 µM]
COc1ccc(OC)c(NC(=O)c2ccc3c(c2)C(O)CCCCCN3C)c1 (stereo not drawn) | i
O=C(NC1CCCC1)c1cc(C2CC2)nc2onc(C3CCCN3)c12 (stereo not drawn) | ?
Cc1ccc(-c2nnc(C3CN(C(=O)Cc4ccccc4C)CC34CCOCC4)o2)cc1 (stereo not drawn) | i
O=C(c1ccccn1)N1CCC(N2Cc3ccccc3C2=O)CC1 | 23.2%
CC1(C)[C@H](Cc2cc(CN3CCOCC3)on2)C[C@@H]1NS(=O)(=O)Cc1ccccc1 | -24.1%[44.1 µM]
CCC(C)NC(=O)C1COC2(CCN(C(=O)CC(C)(C)C)CC2)N1C(=O)c1ccc(OC)cc1 (stereo not drawn) | i
Cc1oc2ncn(C)c(=O)c2c1C(=O)NCCCN1CCCC(C)C1 (stereo not drawn) | 22.2%
COCC(=O)N1CCN(C2CCN(CCc3ccccc3)C2=O)CC1 (stereo not drawn) | -1.6%
CN(C1CCCc2ccccc21)S(=O)(=O)c1cccc(C(F)(F)F)c1 (stereo not drawn) | ?
COc1cc(OC)c(NC(=O)C2CCCN(c3ncnc4c3nc3n4CCCCC3)C2)cc1Cl (stereo not drawn) | 31.5%[activator]
O=C(c1cccs1)N1CCC(Nc2cccnc2)C1 (stereo not drawn) | 50.1%[activator][5.79 µM]
O=C(N1CCN(Cc2ccccc2)CC(O)C1)C1(c2ccccc2F)CC1 (stereo not drawn) | ?
CC(C)CCNC(=O)CCCn1c(=O)c2cccn2c2ccccc21 | i
CSCc1noc(CNC(=O)CN2CCN(c3ncccn3)CC2)n1 | -19.3%

Some of these compounds in order of molecular weight, low to high:
Structure | Pf Dd2 inh
COCC(=O)N1CCN(C2CCN(CCc3ccccc3)C2=O)CC1 (stereo not drawn) | -1.6%
CN(C1CCCc2ccccc21)S(=O)(=O)c1cccc(C(F)(F)F)c1 (stereo not drawn) | ?
COCCN1CCNc2nc(CN(C)Cc3ccccc3)n(Cc3ccccc3)c2C1=O | -1.3%[44.1 µM]

The list is partial; rates above refer to the full screens.
